Furin inh = blocks human furin protease activity; P09958; purified furin, fluorogenic substrate cleavage; inhibition, % at 30 µM; hit rate 0.061% among 220,000; AID 463115; in the data active means inhibition above about 25%; further: inactives centre near -15
NCF1 inh = p47phox (human) inhibition; P14598; p47phox/p22phox peptide binding, fluorescence polarization, 2 h; inhibition, % at 24.7 µM; hit rate 0.53% among 220,000; AID 1274;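 active means inhibition above about 30%, limit read from the data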;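 further: 0% = p47phox with labelled peptide and 100% = labelled peptide alone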
Runt-SMMHC FRET = blocks binding of human RUNX1 Runt domain to CBFb-SMMHC; AID 1434; Cerulean-Runt/Venus-CBFb-SMMHC FRET ratio 530/480, 1 h; Q01196+Q13951; inhibition, % at 20 µM; hit rate 0.74% among 220,000;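 active means mean inhibition across duplicate retests at 20 µM reaching about 50%, limit read from the data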;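 further: 0% = DMSO wells and 100% = wells with excess untagged CBFb-SMMHC; inhibitors lower the FRET ratio by blocking Runt binding to CBFb-SMMHC; some results filed as inactive read as strong as hits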
Target sequence (Q01196 whole entry, looked up, the tested form may be a part): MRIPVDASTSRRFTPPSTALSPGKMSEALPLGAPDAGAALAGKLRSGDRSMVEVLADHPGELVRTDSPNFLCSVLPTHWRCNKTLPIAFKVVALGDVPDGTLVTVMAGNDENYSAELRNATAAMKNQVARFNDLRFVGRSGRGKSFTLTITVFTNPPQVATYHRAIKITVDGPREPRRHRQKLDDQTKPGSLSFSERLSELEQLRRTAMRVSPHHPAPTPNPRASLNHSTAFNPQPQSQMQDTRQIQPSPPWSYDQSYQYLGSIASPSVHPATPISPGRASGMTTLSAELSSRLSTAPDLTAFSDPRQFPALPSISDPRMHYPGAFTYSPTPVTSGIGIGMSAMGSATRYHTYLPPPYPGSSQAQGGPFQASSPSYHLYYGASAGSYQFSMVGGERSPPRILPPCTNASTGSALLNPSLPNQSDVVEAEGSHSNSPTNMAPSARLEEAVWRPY
Target sequence (Q13951 whole entry, looked up, the tested form may be a part): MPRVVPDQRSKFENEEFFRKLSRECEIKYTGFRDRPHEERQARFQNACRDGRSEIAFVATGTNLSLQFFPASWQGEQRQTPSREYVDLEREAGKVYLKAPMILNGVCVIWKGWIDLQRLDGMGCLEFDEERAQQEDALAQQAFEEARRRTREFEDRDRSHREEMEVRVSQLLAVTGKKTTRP
m-calpain inh = blocks pig calpain II enzyme activity; inhibition, % at 16 µM; purified calpain II, fluorogenic peptide substrate, 30 min; hit rate 0.37% among 220,000;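 active means inhibition above about 50%, limit read from the data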
EBV gp42 block = inhibitors of Epstein-Barr virus glycoprotein 42 | Q1HVG2 | Fluorescence polarization binding assay, mP read-out | inhibition, % (tested at 21.74 µM) | hit rate 0.42% among 220,000 | AID 1085; in the data active means inhibition above about 50%
Target sequence (Q1HVG2 whole entry, looked up): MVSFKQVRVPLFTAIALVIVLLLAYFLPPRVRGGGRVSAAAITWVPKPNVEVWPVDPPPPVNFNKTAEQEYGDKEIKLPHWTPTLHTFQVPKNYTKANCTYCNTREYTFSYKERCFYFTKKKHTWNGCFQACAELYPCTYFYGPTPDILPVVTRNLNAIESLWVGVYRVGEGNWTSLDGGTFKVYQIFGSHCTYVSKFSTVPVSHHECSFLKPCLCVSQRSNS
Tb hexokinase = blocks Trypanosoma brucei hexokinase 1 activity; recombinant TbHK1, G6PDH-coupled NADH A340; inhibition, % at 10 µM; hit rate 0.11% among 220,000;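 active means inhibition of 50% or more in the single-dose primary screen; inactive means inhibition below 50%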
p97 inhibitor = blocks human p97 ATPase activity; P55072; recombinant p97 ATPase, Kinase-Glo ATP luminescence, 3 h; inhibition, % at 8 µM; hit rate 0.42% among 220,000; AID 1481; in the data active means inhibition above about 15%;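 further: 0% = DMSO vehicle and 100% = wells lacking enzyme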
RBBP9 inh = inhibitors of human serine hydrolase RBBP9; O75884; AID 1515; recombinant RBBP9, FP-Rh probe fluorescence polarization; hit rate 0.2% among 220,000; inhibition, % at 7.94 µM;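 active means inhibition above the campaign mean of all tested compounds plus 3 SD, cut at about 14% in these data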;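 further: plate controls were DMSO wells with RBBP9 for no effect and wells lacking RBBP9 protein for full effect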
Target sequence (O75884 whole entry, looked up): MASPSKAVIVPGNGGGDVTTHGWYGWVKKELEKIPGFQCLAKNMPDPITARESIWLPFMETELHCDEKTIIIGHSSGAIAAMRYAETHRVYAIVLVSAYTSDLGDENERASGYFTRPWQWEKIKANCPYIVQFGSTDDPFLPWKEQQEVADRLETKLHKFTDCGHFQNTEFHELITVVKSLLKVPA
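System: RBBP9 protein / Buffer or medium: Tris/NaCl buffer pH 8.0 with 0.1% Pluronic / Probe or stimulus: Serine-hydrolase probe FP-Rh, 375 nM pre-mixing / Dosing: 7.94 µM single dose, 0.794% DMSO / Times: enzyme-compound preincubation 30 min, then probe labeling 45 min, 25 °C / Technique: fluorescence polarization (mP), excitation 525 nm, emission 598 nm / Replication: singlicate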
Runt-CBFb FRET = inhibitors of human RUNX1 Runt domain binding to CBFb; Q01196+Q13951; Cerulean-Runt/Venus-CBFb FRET ratio 530/480, 1 h; inhibition, % at 20 µM; hit rate 0.46% among 220,000;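 active means inhibition over about 50% at 20 µM in the single-dose screen, limit read from the data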;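 further: 0% = DMSO wells and 100% = excess unlabeled CBFb competitor control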
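Assay system: Cerulean-tagged RUNX1 Runt domain (FRET donor) fusion protein / Amount: 100 nM each of Venus-CBFb and Cerulean-Runt domain / Medium: Tris buffer pH 7.5 with salts and BSA / Also added: Venus-CBFb 100 nM / Schedule: 1 h complex formation plus 1 h compound treatment, room temperature / Signal: FRET fluorescence / Read-out: loss of energy transfer signal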
Numbers without * were called inactive; · = no result given; [ ] = another dose, or the depositor's remark.

#	smiles	NCF1 inh	Runt-SMMHC FRET	p97 inhibitor	EBV gp42 block	m-calpain inh	Furin inh	RBBP9 inh	Tb hexokinase	Runt-CBFb FRET
1	CC(C)CC(NC(N)=O)C(=O)Nc1ccc(Cl)c(Cl)c1 (centres undefined)	5	-2	3	-11	11	-15	-5	-3	0
2	COc1cc(/C=N/NC(=O)c2cccs2)ccc1O	-20	-1	5	-3	-14	-8	-8	-79	0
3	COCCNC(=S)N/N=C/c1ccc(N2CCOCC2)cc1	-13	-2	2	-16	-409	-7	-3	-34	-3
4	CCCCc1c(C)nn(-c2nnc3c4ccccc4n(C)c3n2)c1C	-76	0	-4	-26	-48	-11	-9	-22	-4
5	N#Cc1c(NC(=O)CN2CCN(C(=O)c3ccco3)CC2)sc2c1CCCCC2	-36	0	5	-18	-61	-11	2	-4	-2
6	Fc1cccc(Cn2ccc(-c3ccc4c(c3)OCO4)n2)c1	-12	-2	-4	-8	-7	-13[20 µM]	4	4	1
7	CCn1c(SCC(N)=O)nc2sc3c(c2c1=O)CCN(C)C3	2	-8	-3	13	-64	-29	-1	-62	-16
8	COC(=O)Cn1c(=NC(=O)c2ccc(Cl)s2)sc2cc(C)ccc21	-2	9	-5	2	-193	-27	-10	-13	0
9	COc1cc(C(=O)N/N=C2\CCS(=O)(=O)c3ccc(F)cc32)cc(OC)c1OC	-6	0	4	-15	0	-13	-2	-10	0
10	Cn1c(CN2CCOCC2)nnc1SCC(=O)NCCc1ccccc1	-10	4	8	-18	-12	-25[20 µM]	-9	3	0
11	Cc1cc(OCC(=O)NCCO)cc(C)c1Cl	-10	1	0	-17	-4	-3	8	1	0
12	O=C1CNC(=O)N1CC(O)Cn1c2ccccc2c2ccccc21 (centres undefined)	-17	1	-2	-6	18	-35	-2	-7	3
13	CCOc1ccc2nc(NCCNC(=O)Nc3cccc(C)c3)c(C#N)cc2c1	-3	38	6	0	-50	-11	-5	8	88*
14	COc1ccc(SCCN2CCN(CC(C)C)CCC2=O)cc1	-5	-1	·	-16	2	2	·	0	0
15	CS(=O)(=O)N(CC(=O)NCc1ccco1)c1ccccc1Cl	-2	-1	5	-27	-32	-24[20 µM]	-4	-2	0
16	O=S(=O)(c1ccc2ccccc2c1)N1CCCCC1	-5	1	3	4	14	17[20 µM]	-4	3	0
17	CCOc1ccc(Br)cc1C(=O)Nc1ccc(C(=O)NCC(C)C)cc1	-15	-5	5	-10	29	-7	7	-1	1
18	NC(=O)Cn1c(=O)n(C2CCCCC2)c(=O)c2c3c(sc21)CCCCC3	-2	2	5	-12	-20	-20	-12	-8	2
19	CC1Cc2ccccc2N1C(=O)CSc1nnc(-c2ccccc2)c(-c2ccccc2)n1 (centres undefined)	0	-5	-7	2	-43	-5	-11	-1	2
20	O=C(Oc1c(Br)cc([N+](=O)[O-])cc1Br)c1cccnc1	6	4	0	5	-3	-11	-2	4	0
21	CCOc1ccc(OCC)c(NC(=O)CSc2nc3c(c(=O)n(C)c(=O)n3C)n2CC)c1	-4	3	0	-8	-57	-9	-7	-2	-1
22	O=C(NC(=S)Nc1ccccc1)c1ccc(-c2ccccc2)cc1	-9	1	5	-22	7	-9	-6	16	2
23	Cc1ccc(C)c(CSc2nnc(-c3cccnc3)n2N)c1	-10	2	-1	-17	-4	-18	1	15	-2
24	O=C(O)C1C2C=CC(O2)C1C(=O)NCc1ccccc1Br (centres undefined)	-13	0	-1	-4	-12	-15[20 µM]	2	11	5
25	CCOC(=O)C(C)n1cnc2sc3c(c2c1=O)CCC3 (centres undefined)	-252	-2	0	3	12	-5	-5	-5	-3
26	CCCCc1nc2sc3c(=O)n(N)cnc3c2c2c1CCCC2	-7	-4	10	-7	-15	-19	6	1	-1
27	CCC1(CC)NC(=O)N(CC(=O)OCC(=O)NC(=O)c2ccccc2)C1=O	-3	1	-1	7	-16	-11	-12	-1	0
28	COc1ccc(S(=O)(=O)N2c3ccccc3OCC2C)cc1 (centres undefined)	-1	2	2	-12	25	-23	-2	3	-2
29	O=C(CSc1nncs1)NC(=O)Nc1ccc2c(c1)OCCO2	-8	1	1	-7	8	-31	2	-9	1
30	CC(CS(=O)(=O)c1ccccc1[N+](=O)[O-])N1CCOCC1 (centres undefined)	-14	-1	2	-9	-18	-26	-7	2	0

Of the compounds above, these contain fluorine:
#	smiles	NCF1 inh	Runt-SMMHC FRET	p97 inhibitor	EBV gp42 block	m-calpain inh	Furin inh	RBBP9 inh	Tb hexokinase	Runt-CBFb FRET
6	Fc1cccc(Cn2ccc(-c3ccc4c(c3)OCO4)n2)c1	-12	-2	-4	-8	-7	-13[20 µM]	4	4	1
9	COc1cc(C(=O)N/N=C2\CCS(=O)(=O)c3ccc(F)cc32)cc(OC)c1OC	-6	0	4	-15	0	-13	-2	-10	0

Individual results from the entries so far.
For Furin inh, COc1ccc(S(=O)(=O)N2c3ccccc3OCC2C)cc1 (centres undefined) has -23
For Runt-CBFb FRET, O=C(Oc1c(Br)cc([N+](=O)[O-])cc1Br)c1cccnc1 has 0

Next records follow.
#	smiles	NCF1 inh	Runt-SMMHC FRET	p97 inhibitor	EBV gp42 block	m-calpain inh	Furin inh	RBBP9 inh	Tb hexokinase	Runt-CBFb FRET
31	COc1ccc(Oc2nc(OC)cc(OC)n2)cc1	-3	-5	-1	-1	-23	-13	-4	1	2
32	Oc1ccc(/C=N/N(Cc2ccccc2)c2ccccc2)cc1	-4	5	4	2	22	-8	-7	-12	3
33	Cc1ccc(S(=O)(=O)c2nnn(-c3cccc(F)c3)c2N)cc1	-3	-7	7	-14	2	-29	-2	-2	-2
34	COc1ccc(-n2nc(C(=O)NCc3ccco3)c3c4ccccc4n(C)c3c2=O)cc1	-1	-25	6	-16	-92	-38	-5	-17	-7
35	Cc1ccc(CNC(=O)c2oc3ccc(S(=O)(=O)N4CCOCC4)cc3c2C)cc1	-12	-8	0	11	57*	-14[20 µM]	-3	-5	-5
36	CCNC1CCS(=O)(=O)C1 (centres undefined)	-3	0	3	-9	-9	-24	1	-11	0
37	COc1cc(CNC(C)(C)CO)cc(Br)c1OCc1ccc(Cl)cc1Cl	-22	-1	-1	-20	4	-18	-3	7	0
38	CCOC(=O)C1CCN(Cc2cccc(OC)c2)CC1	-6	-2	-3	-18	0	-17[20 µM]	-3	-4	0
39	O=C(Nn1cnnc1)c1ccccc1-c1ccccc1	-3	3	5	-16	-8	-9[20 µM]	-6	1	1
40	COc1ccc(C2c3[nH]c4ccccc4c3CCN2C(=O)Cc2nonc2C)c(F)c1 (centres undefined)	-32	0	6	-20	-41	-25	-4	-9	2
41	Cc1ccc([N+](=O)[O-])cc1NC(=O)/C=C/C(=O)O	-4	-2	5	-13	2	-6	-9	-13	1
42	O=C(Nc1ccc(N=Nc2ccccc2)cc1)c1cccc(Cl)c1	-14	-3	-4	-15	-24	-20[20 µM]	-5	-17	-3
43	O=c1cc2ncc(-n3cc([N+](=O)[O-])cn3)cn2[nH]1	-8	0	5	-10	-11	-30	-6	-10	1
44	CCC(=O)N1CCN(c2ccc(NC(=O)c3ccc([N+](=O)[O-])o3)cc2)CC1	-11	-2	1	-9	-11	-23	-5	-8	0
45	c1ccc(COc2cccc(CNCc3cccnc3)c2)cc1	-4	-2	-1	8	8	-30	-4	0	2
46	CCCCCCCNc1cccc(C)c1	-9	0	2	-14	-19	-25	-8	0	1
47	COc1cc(-c2nc(-c3ccccc3)c(-c3cccs3)[nH]2)cc(OC)c1OC	-34	-6	4	-5	-146	-30[20 µM]	3	-32	-5
48	CCOC(=O)C1=c2s/c(=C\c3cccnc3)c(=O)n2C(N)=C(C(=O)OC)C1c1cccnc1 (centres undefined)	-5	-11	0	-6	-157	-2[20 µM]	-4	-31	-8
49	O=C(CSc1ccc(/C=N/NC(=O)c2cccc(F)c2)o1)Nc1ccccc1	1	4	-4	-18	17	-19[20 µM]	-11	-33	1
50	OCCNCCCCCOc1ccc(F)cc1	2	1	-7	-11	23	-13	-9	-3	-3
51	CNCCCOc1cc(C)cc(C)c1C	-2	-2	-5	-8	19	-13	-4	6	1
52	CCO[C@@H]1OC(C(=O)O)=C[C@H](c2coc3ccccc3c2=O)[C@H]1CCCO	·	-4	2	-2	15	-23	2	7	-1
53	CCC(CC)C(=O)N1CCN(c2ccccc2)CC1	-9	0	5	-11	4	-22	-1	1	-1
54	CCOc1cccc(C(=O)Nc2cccc(C(=O)NC(C)(C)C)c2)c1	-5	0	3	-1	3	-23	0	0	1
55	CCN(c1ccccc1)S(=O)(=O)c1ccc(OC)c(NC(=O)CNC)c1	-7	2	-1	-7	-2	-18	0	1	0
56	CCOC(=O)C1CCN(C(=O)Nc2ccccc2Cl)CC1	-6	1	4	-29	-3	-24	-4	2	-2
57	CCS(=O)(=O)Nc1ccc(C(=O)CC2(O)C(=O)Nc3ccc(Br)cc32)cc1 (centres undefined)	-5	-4	4	1	18	-5	-7	-43	-1
58	Cc1nc(N)sc1C(=O)NN	-8	0	-6	-10	11	-9	-1	-5	1
59	N#CC1=C(Nc2ccccc2)SC=C(c2ccc(Cl)c(Cl)c2)N=C1N1CCOCC1	-15	-11	3	-16	5	-8	-5	-12	2
60	CCCN1CCC(=O)N(CCSc2ccc(OC)cc2)CC1	0	0	·	-24	-2	-21	·	-10	3
61	CN=C(Nc1cc(C)nn1-c1ccccc1)c1ccc(F)cc1	-2	2	6	-15	-38	-27	-8	-1	-1
62	Cc1cc(C)n2c(SCC(=O)Nc3ncc(C(F)(F)F)cc3Cl)nnc2n1	-18	3	4	-24	28	-28	1	5	-1
63	COc1cccc(C(=O)n2cnnc2N)c1OC	-3	1	3	-4	-35	-24[20 µM]	-8	1	-1
64	Cc1ccc([N+](=O)[O-])c(NC2OC(CO)C(O)C2O)c1 (centres undefined)	1	0	3	-2	-22	-30	8	-5	2
65	CC(C)c1cc(C(=O)Nc2cccnc2)no1	-21	-2	-8	-13	8	-21[20 µM]	-7	-5	-1
66	CCCCCCCCOC(=O)CCc1c(C)[nH]c(=S)[nH]c1=O	-14	6	-9	-6	17	-2[20 µM]	-17	3	-6
67	COc1ccc(OC)c(NC(=O)CCN2CCCC(C)C2)c1 (centres undefined)	25	2	-2	-5	-38	-30	-9	-4	-2
68	O=C(COC(=O)/C=C/c1ccc2c(c1)OCO2)NC1CC1	-6	2	6	-6	-60	-6	1	1	0
69	O=C(OC[C@@H]1CCCN2CCCC[C@H]12)c1cc2ccccc2oc1=O	-6	2	-4	0	4	-6	-4	-10	-1
70	CCn1c(SCC(=O)O)nc2sc3c(c2c1=O)CCC3	-7	0	2	-15	-10	-7[20 µM]	-6	-3	1
71	CC(=O)N(CCC(c1ccccc1)c1ccco1)Cc1cccs1 (centres undefined)	-15	0	-7	-13	5	3[20 µM]	1	5	·
72	CN(CCCC[C@H](CNCc1ccc(-c2ccccc2)cc1)N1C[C@H](c2ccccc2)N(CCc2ccc(Cl)c(Cl)c2)C(=O)C1=O)Cc1ccc(-c2ccccc2)cc1	51*	4	·	-10	-7	5	·	22	0
73	COc1ccccc1N1CCN(Cc2nc(-c3ccc(F)cc3)oc2C)CC1	3	-1	-3	11	-25	-21	0	-3	0
74	CSc1nc(N(CCO)CCO)c2sc3nc(-c4ccco4)c4c(c3c2n1)CCC4	-14	-20	20*	56*	-142	-7	-1	5	-3

High-throughput results as filed in PubChem BioAssay.
